High-throughput results (PubChem BioAssay)
Nrf2 activator = qHTS of Nrf2 Activators; AREc32 ARE-luciferase reporter (MCF7-derived line), luminescence, 24 h; Potency, µM (doses to about 46.1 µM), without a hit: at the top dose activation, hits mostly activators; hit rate 0.31% among 410,000; note: potency is the fitted concentration of half-maximal effect; % of control where 0% means no effect; nearly all actives have a fitted effect of over 65% in size
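Nrf2 activation is followed as ARE-luciferase induction in the AREc32 line after one day of compound treatment; luminescence is read with Steady-Glo.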
A549 tox = Nrf2 qHTS screen for inhibitors: counterscreen for cytotoxicity | Potency, µM (highest dose often 46 µM), without a hit: top-dose activity change, negative = cytotoxicity, hits mostly inhibitors | A549 ARE-Fluc cells, CellTiter-Fluor viability, 18-24 h | hit rate 0.16% among 390,000 | AID 504648, 2011; note: potency is the fitted concentration of half-maximal effect; % is set by controls: 0 for no effect and ±100 for the full control effect
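Cytotoxicity counterscreen: CellTiter-Fluor fluorescence was measured in A549 ARE_Fluc cells after 18-24 h of compound exposure in a concentration series. The subsequent BugLite luminescent read reports ARE-luciferase activity.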
MmCpn inh = Inhibitors of TCP-1 ring complex (TRiC) of Methanococcus maripaludis (MmCpn): qHTS. hit rate 0.031% among 330,000. purified Mm-Cpn ATPase, ADP Transcreener TR-FRET. Chaperonin Mm-Cpn (Methanococcus maripaludis). Potency, µM (series often up to 76.9 µM), inactives show top-dose activity, negative = inhibition, most hits filed as inhibitors; note: potency is the fitted concentration of half-maximal effect; % is set by controls: 0 for no effect and ±100 for the full control effect; nearly all actives have a fitted effect of over 80% in size
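Reaction buffer contained 30 mM Tris pH 7.4, 100 mM KCl, 5 mM MgCl2 and 1 mM DTT. Mm-CPN (25 nM final) hydrolysed 10 uM ATP over 30 min at 37°C; ADP was read by HTRF.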
Akt phos inh = HTS Assay for Inhibitors of Akt Phophorylation: Primary Screen; Neuro2A IGF-stimulated pAkt S473 HTRF, 20 min; active compounds read low; activity change, % for hits at 50 µM; hit rate 0.32% among 360,000; AID 651550, 2012; in the data active = activity change below about -80%; inconclusive = mostly about -51% to -80%; note: % is set by controls: 0 for no effect and ±100 for the full control effect
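Neuro2A cells in DMEM with 0.5% FBS, overnight at 37 deg C, given compound at single 50 µM final, then IGF (6 nM final) for 20 min at 37 deg C. Lysed; phospho-Akt Ser473 by HTRF after 24 h, 665/615 ratio.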
HepG2 tox = qHTS for Inhibitors of TGF-b: Cytotox Counterscreen; HepG2 CAGA-GFP viability, ATP luminescence, 18 h; Potency, µM (doses to about 46.1 µM), inactives show at the top dose activity change, negative = cytotoxicity, actives largely listed as cytotoxic; hit rate 0.76% among 410,000; note: potency is the fitted concentration of half-maximal effect; some results filed as inactive show a strong effect at the top dose
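HepG2 CAGA-GFP cells (1000/well, DMEM with 1% FBS) received compound, then TGF-beta at 500 pg/mL final, and were incubated 18 hours at 37 degrees C. Viability was read by CellTiter-Glo luminescence. Media-only wells were set as complete cell-killing and DMSO as no toxicity.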
Nrf2 inh = Nrf2 qHTS screen for inhibitors. A549 ARE-Fluc reporter, luciferase luminescence, 18-24 h. Potency, µM (titrated, usually from 46 µM), for inactives: at the top dose activity change, negative = inhibition, most hits filed as inhibitors. hit rate 2.1% among 360,000. AID 504444, 2011; note: potency is the fitted concentration of half-maximal effect; % is set by controls: 0 for no effect and ±100 for the full control effect; nearly all actives have a fitted effect of over 60% in size
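Quantitative HTS in A549 cells stably bearing an antioxidant response element-firefly luciferase construct. Inhibition of Nrf2-driven transcription was scored by luminescence after 18-24 h of compound exposure at 37 °C.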
TGFb SMAD3 inh = qHTS for Inhibitors of TGF-b | HepG2 CAGA-GFP TGF-b/SMAD3 reporter, GFP fluorescence, 18 h; TGF-beta stimulated, 500 pg/mL final | Potency, µM (doses to about 46.1 µM), for the others: at the highest dose activity, negative = inhibition, actives largely listed as inhibitors | hit rate 1.2% among 410,000; note: potency is the fitted concentration of half-maximal effect; % is set by controls: 0 for no effect and ±100 for the full control effect; nearly all actives have a fitted effect of over 65% in size
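Inhibition of TGF-beta-driven CAGA-GFP reporter expression in HEPG2 cells is measured by cellular GFP fluorescence after 18 h stimulation with 500 pg/mL recombinant TGF-beta in 1% FBS medium at 37 degrees C.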
Abeta rescue = qHTS for compounds that reverse cellular toxicity of Amyloid beta (A-beta) peptide in yeast: Primary Screen; yeast expressing A-beta42, growth rescue, OD600, 48 h; response scale: 0% DMSO, 100% iron-clioquinol control; Potency, µM (doses to about 46.1 µM), for the others: at the highest dose growth rescue, hits mostly activators; hit rate 0.063% among 410,000; note: potency is the fitted concentration of half-maximal effect; nearly all actives have a fitted effect of over 55% in size
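Yeast growth medium received pinned compounds, then yeast cells expressing toxic A-beta were added; plates incubated at 30 C for 48 hr. Growth read as absorbance at 600 nm, normalized to DMSO and equimolar FeCl3 plus clioquinol controls.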
CCT modulator = High-Throughput Screening for Modulators of Cytosolic Chaperonin Activity; purified chaperonin ATPase assay, HTRF ADP detection, 30 min; activity change, % (test concentration not listed), hits read low; hit rate 0.3% among 360,000; AID 651819, 2012; in the data active = activity change below about -30%; note: % is set by controls: 0 for no effect and ±100 for the full control effect
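TRiC (40 or 20 nM final, by batch activity) in 30 mM Tris pH 7.4, 100 mM KCl, 5 mM MgCl2, 1 mM DTT was treated with compound at 76 uM single dose, then 10 uM ATP, 30 min at 37 °C. ADP was read by HTRF Transcreener.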
The depositor's hits bear a star; i = inactive; ? = inconclusive; / = not tested or not shown; [ ] = dose if it differs, or a comment. Unless noted, calls come from the whole dose curve; as a rule, active = well fitted curve in the direction sought with a large enough effect; inconclusive = small, poorly fitted or top-dose-only effect, or another doubt; inactive = no such curve, though single readings can be large; an effect the other way counts as inactive or inconclusive.

SMILES	Nrf2 activator	A549 tox	MmCpn inh	Akt phos inh	HepG2 tox	Nrf2 inh	TGFb SMAD3 inh	Abeta rescue	CCT modulator
Fc1ccc(CSc2nnc3ccc(-c4ccncc4)nn23)cc1	-1.1%	3%	-1%	i	2%	0%	8%	4%	-2.4
O=C1CC(N2CCOCC2)C(=O)N1CCN1C(=O)CC(N2CCOCC2)C1=O (centres undefined)	1.1%	-3%	-1%	i	-14%	-7%	2%	-4%	-1.2
Cc1ccc(S(=O)(=O)n2nc(OC(=O)c3ccco3)cc2N)cc1	-0.7%	1%	/	i	-13%	-13%	4%	-7%	0.4
Cc1cccc(NC(=S)N2CCC(C(=O)c3ccc(F)cc3)CC2)c1C	0.6%	6%	-2%	i	-2%	12%	-12%	-8%	2.2
O=C(NCCOC(=O)c1ccc(Cl)cc1)c1cccnc1	2.9%	-2%	0%	i	-5%	16%	?	-11%	-0.6
COc1ccccc1NC(=O)C(C)N1C(=O)C2CCCCC2C1=O (centres undefined)	-0.8%	-9%	-1%	i	-6%	9%	0%	-8%	-2.3
CN(c1ccccc1)c1ccc(/C=N/NC(=O)CC#N)cc1	3.9%	2%	-8%	i	-7%	-11%	-9%	6%	-7.8
Cc1ccc(S(=O)(=O)N(C)C[C@@H]2OCc3cn(nn3)CCCC(=O)N([C@H](C)CO)C[C@H]2C)cc1	-1.0%	/	/	i	-15%	/	30%[activator]	-16%	-2.6
COc1ccc2c(c1)CCc1cc(C(=O)N3CCN(c4ccc(N5CCOCC5)nn4)CC3)sc1-2	2.5%	-4%	?	i	-18%	18µM*	?	-20%	-17
COc1ccc(/C=C2/Sc3ccc(C(=O)N4CCOCC4)cc3NC2=O)cc1OC	3.7%	7%	-4%	i	-18%	3%	-11%	8%	0.6
Cc1ccc(-c2nc(-c3ccc(Cl)cc3)sc2CC(=O)O)c(C)c1	-0.2%	-1%	-25%	i	-7%	-8%	-10%	-80%[inhibitor]	-1.1
Cc1ccc(S(=O)(=O)NCCNC(=O)C2CCCNC2=O)cc1 (centres undefined)	-0.4%	-1%	1%	i	-17%	17%	-6%	-5%	-0.2
O=C(CCCc1ccccc1)NCCCc1ccccc1	-0.4%	4%	0%	i	-2%	0%	5%	3%	-0.9
Cc1ccccc1/C(N)=N/OC(=O)c1ccc(F)cc1	-0.7%	?	2%	i	-64%	?	-15%	-47%[inhibitor]	1.1
O=C(/C=C/c1ccc(F)cc1)N1CCN(Cc2ccccc2)CC1	0.3%	6%	/	i	-36%	11%	0%	8%	-2.0
Cc1ccc(S(=O)(=O)NCCCCCC(=O)NCCc2ccccc2)cc1	1.8%	-13%	-8%	i	-14%	-11%	-14%	5%	-0.7
O=C1c2ccccc2[C@@H]2C[C@@H](O)[C@H](Nc3cccc(Cl)n3)CCN12	0.9%	-4%	1%	i	3%	1%	-9%	0%	-0.3
O=C(COc1ncnc2ccccc12)c1ccc(Cl)cc1	2.8%	8%	1%	i	-8%	?	-2%	0%	-0.6
O=C(CN1CCN(Cc2ccc(F)cc2)CC1)NCCc1ccccc1	0.2%	-3%	-1%	i	3%	1%	-1%	-3%	-2.0
C/C(=N\NC(=S)NCc1ccccc1)c1ccccc1F	13%	2%	-4%	i	6%	-1%	-20%	11µM*	-2.8
CCC(=O)c1ccc(OCC(=O)Nc2cccc(S(=O)(=O)N(C)c3ccccc3)c2)cc1	0.5%	2%	-2%	i	-30%	8%	?	-11%	2.6
CC(=O)Nc1c(O)nc(SCC(=O)Nc2sc3c(c2C#N)CCCCCC3)[nH]c1=O	0.0%	1%	-1%	/	3%	/	-2%	-13%	-1.2
COc1ccc(C(=O)NCC(C)NC(=O)c2ccc(OC)c(OC)c2)cc1OC (centres undefined)	0.3%	2%	/	i	7%	-1%	-1%	1%	-0.9
CN(C(=O)c1ccoc1)c1ccccc1I	/	0%	/	/	2%	-2%	3%	/	/
COc1ccc(CCNC(=O)C/C(C)=N/NC(=O)C2CCCCC2)cc1OC	0.2%	-2%	1%	i	8%	-20%	8%	-7%	-60*
O=C(Nc1ccccc1)c1ncoc1-c1ccc(Cl)cc1	?	0%	-6%	i	-24%	-17%	-15%	4%	1.5
COc1ccccc1C1CC(=O)Oc2cc(C)cc(C)c21 (centres undefined)	-1.0%	5%	3%	i	-4%	-12%	-3%	1%	1.3
O=[N+]([O-])c1cccc2ncccc12	-0.1%	3%	2%	i	-5%	-8%	1%	5%	-1.8
COC(=O)C1=C(C)N(C(C)C)C(=O)C1(NC(=O)c1ccccc1OC)C(F)(F)F (centres undefined)	0.1%	-9%	/	/	2%	-2%	-29%	0%	/
Cc1ccc(S(=O)(=O)N2CCC(C(=O)N3CCC[C@H]3C(=O)NCc3ccccc3)CC2)cc1	0.1%	25%	2%	i	-2%	-13%	1%	11%	-2.4
CS(=O)(=O)N(CC(=O)NCCSC1CCCCC1)c1ccc2c(c1)OCO2	0.0%	2%	0%	i	-1%	/	40%	-1%	-1.0
O=C(NCN1C(=O)C2C3C=CC(C3)C2C1=O)OC1CCCCC1 (centres undefined)	-0.7%	-3%	1%	i	-1%	21%	-8%	17%	0.3
O=c1c2ccccc2nc(COc2ccccc2)n1/N=C/c1ccco1	12%	-18%	-1%	i	-51%	?	?	3%	-1.9
O=C(O)CCc1nc(-c2cccs2)no1	-0.2%	4%	1%	i	10%	14%	4%	-8%	-0.3
O=C(O)CN1C2=NCCCN2c2ccccc21	-0.8%	1%	0%	i	17%	1%	5%	-16%	-0.4
O=C(COC(=O)[C@@H]1CC(O)CN1S(=O)(=O)c1ccc([N+](=O)[O-])cc1)NC12CC3CC(CC(C3)C1)C2 (some centres undefined)	-0.4%	0%	-1%	i	-10%	-21%	-23%	6%	1.2
O=C(Nc1ccc(F)cc1F)C1CCN(S(=O)(=O)c2cccnc2)CC1	-0.2%	2%	-2%	i	-13%	-22%	-6%	6%	1.3
C[C@]12C=CC(=O)C=C1CC[C@@H]1[C@@H]2[C@@H](O)C[C@@]2(C)[C@H]1CC[C@]2(O)C(=O)COC(=O)CCC(=O)O	0.2%	-16%	0%	i	-8%	0.046µM*	6%	-15%	-0.2
Cc1nc2ccccn2c(=O)c1NC(=O)c1ccc(Br)o1	-0.4%	/	/	i	25%	/	-2%	-4%	2.5
Cc1occc1C(=O)/C(C#N)=C/c1ccc(O)c(Br)c1	-0.4%	1%	-2%	i	20%	13%	14%	-16%	-1.8
CCOCC(=O)Nc1cc(C(=O)OC)ccc1C(=O)OC	-1.0%	0%	-10%	i	4%	-2%	14%	-41%[inhibitor]	0.1
O=C(NC1CCCCC1)C1COc2ccccc2O1 (centres undefined)	0.4%	0%	0%	i	-14%	2%	19%	11%	-1.0
Cc1cccc2nc(CSc3ncccc3C(=O)O)cn12	0.5%	0%	-1%	i	4%	-4%	15%	-6%	-0.6
CCOc1ccc(Nc2cc(C)nc3c(C)cccc23)cc1	2.5%	?	0%	i	-3%	?	?	-9%	1.6
Cc1ccc(-c2cc(NC(=O)c3cccc(C)c3)on2)cc1	4.2%	2%	/	/	-17%	3%	-4%	-21%	/
O=C(CN1CCN(c2ccccn2)CC1)NC(=O)NC1CCCCC1	-0.3%	-5%	3%	i	-2%	/	22%	-9%	0.5
CCOc1ccc(NC(=O)N(c2ccccc2)c2ccccc2)cc1	0.4%	-4%	3%	i	-4%	6%	-16%	2%	-0.4
Cc1ccc2nc(C3CCCCC3)c(Cc3ccccc3C(F)(F)F)n2c1	0.1%	/	/	i	-104%	/	?	5%	1.1
COc1cccc(CN2CCN(Cc3cc(OC)c(OC)cc3OC)CC2)c1	0.5%	4%	-2%	i	-28%	3%	1%	-10%	-2.8
COc1ccc(CC(=O)Nc2ccccc2C(C)=O)cc1S(=O)(=O)N1CCOCC1	-0.3%	12%	-17%	i	-24%	-11%	25%	10%	-4.0

Compound profiles (already shown). Order of screens: Nrf2 activator, A549 tox, MmCpn inh, Akt phos inh, HepG2 tox, Nrf2 inh, TGFb SMAD3 inh, Abeta rescue, CCT modulator
Results for O=C(NC1CCCCC1)C1COc2ccccc2O1 (centres undefined) : 0.4%, 0%, 0%, i, -14%, 2%, 19%, 11%, -1.0
Results for CCOCC(=O)Nc1cc(C(=O)OC)ccc1C(=O)OC : -1.0%, 0%, -10%, i, 4%, -2%, 14%, -41%[inhibitor], 0.1
Results for CCOc1ccc(NC(=O)N(c2ccccc2)c2ccccc2)cc1 : 0.4%, -4%, 3%, i, -4%, 6%, -16%, 2%, -0.4

The list continues:
SMILES	Nrf2 activator	A549 tox	MmCpn inh	Akt phos inh	HepG2 tox	Nrf2 inh	TGFb SMAD3 inh	Abeta rescue	CCT modulator
COc1ccc(NC(=O)C2CCOC2=O)cc1 (centres undefined)	-0.6%	2%	/	i	2%	3%	-14%	-5%	-3.3
CC(=O)C1=C(C)NC(SCC(=O)c2ccccc2)=C(C#N)C1CC(C)C (centres undefined)	18%	1%	-5%	i	3%	-17%	-7%	8%	-1.4
CN(Cc1ccccc1)C(=O)COC(=O)Cc1ccc(Cl)cc1	-0.1%	-1%	0%	i	13%	9%	12%	-2%	-2.6
Cc1cccc(C)c1OCC(=O)Nc1ccc(NC(=O)c2ccco2)cc1	0.3%	0%	-8%	i	-8%	13%	-3%	8%	1.8
